mIAP activ = activators of mouse IAP, primary screen, biochemical, luminescence, uHTS; activation factor at 10 µM; actives 0.24% (n = 330,000); muIAP, CDP-Star luminescence, 30 min; active compounds read high; 1 = vehicle-only enzyme signal, 0 = enzyme-free wells; intestinal alkaline phosphatase [Mus musculus];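 active = activation factor of at least 2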; note: the source names both 10 and 20 µM as test concentration; values of inactives mirror those of a sister screen read the other way
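Assay system: mouse IAP enzyme; reagent: chemiluminescent substrate CDP-Star; dosing: test compounds delivered from DMSO solution; schedule: 30 min at room temperature; measured by: luminescence from enzymatic CDP-Star hydrolysis; controls: DMSO-only wells and no-enzyme negative control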
HKDC1 inh = HKDC1 hexokinase inhibitors, primary screen, biochemical, fluorescence, uHTS | Q2TB90 | recombinant HKDC1, G6PDH/diaphorase resazurin coupled fluorescence | inhibition, % at 20 µM | actives 0.16% (n = 340,000) | AID 493160, 2011;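 active = inhibition above about 35% when tested at 20 µM, limit read from the data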;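 note: plate controls were DMSO wells with enzyme for no effect and DMSO wells lacking enzyme for full effect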
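Assay system – recombinant HKDC1 (HK5) hexokinase enzyme, produced in-house · Input – HKDC1 at 5 µg/mL · Reagent – glucose plus 1 mM ATP as hexokinase substrates · Timing – 90 min reaction incubation at room temperature, dark · Measured by – G6PDH/diaphorase-coupled fluorescence, 1 mM NADP, 100 µM resazurin, 525/613 nm · Benchmarks – DMSO-enzyme wells negative, buffer-substituted wells positive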
PfG6PD inh = PfG6PD enzyme inhibitors, primary screen, biochemical, fluorescence intensity, uHTS. PfGluPho enzyme, NADPH resazurin-diaphorase fluorescence. glucose-6-phosphate dehydrogenase-6-phosphogluconolactonase (Plasmodium falciparum 3D7). actives 0.78% (n = 350,000). inhibition, % at 20 µM. AID 504690, 2011;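 active = inhibition reaching at least a set limit at 20 µM in the primary screen, cut at about 59% in these data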;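 note: 0% = DMSO wells with substrate and 100% = DMSO wells lacking glucose-6-phosphate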
mIAP block = inhibitors of mouse IAP, primary screen, biochemical, luminescence, uHTS; intestinal alkaline phosphatase [Mus musculus]; purified mouse IAP, CDP-Star luminescence, 30 min; inhibition, % at 10 µM; actives 0.2% (n = 330,000);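 active = inhibition of at least 40% at 10 µM in the primary screen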;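 note: plate controls were DMSO with enzyme for no effect and no enzyme wells for full effect; values of inactives mirror those of a sister screen read the other way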
A3A deaminase = APOBEC3A ssDNA deaminase inhibitors, primary screen, selectivity assay for APOBEC3G inhibitor project, biochemical, FAM/TAMRA oligo cleavage fluorescence; inhibition, % at 20 µM; actives 0.41% (n = 330,000); recombinant A3A, FAM/TAMRA ssDNA deamination fluorescence; DNA dC->dU-editing enzyme APOBEC-3A (Homo sapiens), P31941;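 active = at least 40% inhibition at 20 µM here, with at most 30% in a related deaminase screen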;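 note: plate controls were A3A with DMSO for no effect and wells lacking A3A enzyme for full effect; some results filed as inactive read as strong as hits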
Target sequence (P31941 whole entry, looked up): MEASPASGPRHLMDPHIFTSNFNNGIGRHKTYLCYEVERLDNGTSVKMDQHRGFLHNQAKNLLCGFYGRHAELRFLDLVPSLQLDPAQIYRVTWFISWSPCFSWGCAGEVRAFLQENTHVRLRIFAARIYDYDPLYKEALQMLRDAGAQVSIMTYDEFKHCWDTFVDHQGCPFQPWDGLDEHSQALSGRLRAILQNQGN
hIAP inh = human IAP inhibitors, primary screen, biochemical, luminescence, uHTS; purified IAP, CDP-Star luminescence, 30 min; inhibition, % at 10 µM; actives 0.12% (n = 330,000);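 active = inhibition reaching a set limit with compound at 10 µM in the primary screen, cut at about 35% in these data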;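 note: plate controls were DMSO wells with enzyme for no effect and no-enzyme buffer wells for full effect; values of inactives mirror those of a sister screen read the other way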
Target sequence (P09923 whole entry, looked up): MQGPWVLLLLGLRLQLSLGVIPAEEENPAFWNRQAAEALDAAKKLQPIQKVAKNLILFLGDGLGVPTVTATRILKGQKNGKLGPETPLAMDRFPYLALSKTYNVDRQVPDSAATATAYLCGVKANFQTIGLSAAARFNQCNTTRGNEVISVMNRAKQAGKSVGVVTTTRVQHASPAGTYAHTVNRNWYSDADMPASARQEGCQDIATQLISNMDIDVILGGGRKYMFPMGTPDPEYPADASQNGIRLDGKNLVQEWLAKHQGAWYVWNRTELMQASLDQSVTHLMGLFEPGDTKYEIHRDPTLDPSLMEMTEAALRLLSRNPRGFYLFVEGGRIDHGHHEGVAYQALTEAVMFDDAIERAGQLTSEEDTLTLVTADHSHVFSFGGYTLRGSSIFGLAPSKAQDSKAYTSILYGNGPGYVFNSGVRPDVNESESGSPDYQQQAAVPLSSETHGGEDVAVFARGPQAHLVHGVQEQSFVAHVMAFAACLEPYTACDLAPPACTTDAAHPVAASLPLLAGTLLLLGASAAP
hIAP act = human IAP activators, primary screen, biochemical, luminescence, uHTS; Intestinal-type alkaline phosphatase (Homo sapiens), P09923; purified human IAP, CDP-Star luminescence, 30 min; active compounds read high; 1 = vehicle-only enzyme, 0 = enzyme-free background; activation factor at 10 µM; actives 0.16% (n = 330,000); AID 2524, 2010;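 active = activation factor of the enzyme at least 2-fold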; note: the source names both 10 and 20 µM as test concentration; values of inactives mirror those of a sister screen read the other way
ATG4B inhibitor = ATG4B protease inhibitors, primary screen, biochemical, fluorescence, uHTS. Cysteine protease ATG4B (Homo sapiens), Q9Y4P1. ATG4B cleavage of LC3-PLA2, NBD-HPC fluorescence, 1 h. inhibition, % at 8.33 µM. actives 0.51% (n = 340,000); in the data active = inhibition above about 40%
Numbers without * were called inactive; . = not tested or not shown.

mIAP activ,HKDC1 inh,PfG6PD inh,mIAP block,A3A deaminase,SMILES,hIAP inh,hIAP act,ATG4B inhibitor
0.69,-3,18,31,2,CC(=O)c1ccc(-n2c(-c3cc(-c4ccco4)[nH]n3)n[nH]c2=S)cc1,-42,1.4,-7
1,-6,-2,-1,-1,COc1ccc(CN2C(=NC(=O)C3CCCCC3)SC3CS(=O)(=O)CC32)cc1 (stereo not given),11,0.89,-1
0.97,4,1,3,-2,O=C1CCCN2N=C(SCC(=O)Nc3cccc(C(F)(F)F)c3)SC2=N1,-2,1,-15
0.71,-3,5,29,6,COc1cccc(-c2nnn(CC(=O)N3CCCCC3)n2)c1,-16,1.2,3
0.95,-4,0,5,0,COc1cc2ccccc2cc1C(=O)OCC(=O)N1CCOCC1,-21,1.2,-4
0.97,0,-6,3,-1,Cc1occc1-c1nnc(SCC(=O)N2CCCCC2)o1,2,0.98,6
1,-17,7,0,1,COCCC(=O)N1CCc2c([nH]c3ccccc23)C1C(C)(C)C (stereo not given),-5,1.1,-5
1,1,-2,-2,-5,CCC(CC)NC(=O)C1CCN(S(=O)(=O)c2cccs2)CC1,-2,1,-11
1,-1,-15,-4,-1,CC1c2cc3c(cc2CCN1CC(=O)Nc1ccccc1)OCCCO3 (stereo not given),-3,1,3
1,-8,17,-4,2,COc1ccc(OC)c(NC(=O)Cc2coc3cc(C)cc(C)c23)c1,3,0.97,-2
1,-3,-4,-1,-2,CCN(C(=O)COC(=O)c1ccccc1SCC(=O)N1CCCC1)C1CCS(=O)(=O)C1 (stereo not given),2,0.97,6
0.99,-9,21,1,2,Cc1cc(C)c(NC(=O)C[N+](C)(C)CC(O)COc2cccc3ccccc23)c(C)c1 (stereo not given),-4,1,11
1,-5,-8,-3,1,CCOc1ccc(Br)cc1S(=O)(=O)NC1CC(C)(C)NC(C)(C)C1,19,0.81,6
1,-1,-9,0,-2,COc1ccc2c(c1)cc(C(=O)N[C@@H](Cc1ccccc1)C(=O)N[C@@H](C)C(=O)O)n2C,0,1,-2
1,-4,-4,-5,1,CC(C)Sc1nnc(NC(=O)C2CC2)s1,-8,1.1,-10
0.98,11,0,2,-4,O=C(c1cnn2c(C(F)F)cc(-c3ccccc3)nc12)N1CCSCC1,-42,1.4,-7
1,3,30,-4,0,CN(C)CCNC(=O)C(=O)Nc1ccc2c(c1)N(S(=O)(=O)c1cccs1)CCC2,-3,1,-7
0.93,-3,4,7,-3,Cc1cc(-c2ccccc2)nc(-c2ccccc2)c1C,0,1,-1
1,-5,-12,-2,2,CC1CCc2c(sc3ncnc(N4CCOCC4)c23)C1 (stereo not given),2,0.97,-5
1,0,-1,0,-2,CCN(C(=O)CSc1nc(C)cc(=O)[nH]1)C1CCCCC1,-16,1.2,-7
0.99,1,-7,1,0,O=c1oc2ccccc2c(O)c1C=NCc1ccccn1,-21,1.2,5
1,.,.,0,1,CC1CCC(NC(=O)CN2C(=O)COc3ccc(S(=O)(=O)N4CCCC4)cc32)CC1 (stereo not given),7,0.93,.
0.94,3,-26,6,-1,O=C(Cn1cccc1C(=O)c1ccccc1)NCCCN1CCc2ccccc2C1,2,0.98,-1
0.73,5,-17,27,4,CCOC(=O)C1=C(C)N=c2s/c(=C\c3ccc(O)c([N+](=O)[O-])c3)c(=O)n2C1c1ccccc1OC (stereo not given),24,0.76,5
0.97,7,-8,3,-2,Cc1cccn2c(=O)nc(SCC(=O)c3ccccc3)nc12,0,1,2
0.92,13,-5,8,-3,COc1ccc(/C=N/Nc2ccc([N+](=O)[O-])cc2S(=O)(=O)N2CCN(C)CC2)cc1,11,0.89,-4
0.99,-5,-1,1,-3,COc1ccccc1NC(=O)c1cc(C)nc2ccccc12,-5,1.1,-4
1,0,-4,-1,46*,Cc1ccc(CNC(=O)CCNC(=O)c2ccc([N+](=O)[O-])cc2)cc1,2,0.98,-8
0.78,13,7,22,0,C/C(Cl)=C\Cn1c(O)c(N=NC(N)=S)c2cc(Br)ccc21,16,0.84,-1
0.98,-9,-6,2,1,COC(=O)Nc1cc([N+](=O)[O-])ccc1OC,2,0.98,2
0.92,-1,1,8,0,O=C(Nc1nnc(Cc2ccc([N+](=O)[O-])cc2)s1)Nc1ccccc1F,4,0.95,1
1,-8,16,-4,-1,Cc1c(NC2=CC(=O)CCC2)c(=O)n(-c2ccccc2)n1C,20,0.8,28
0.89,-5,9,11,-1,CCN(CC)CCn1c2c(c(SCC(=O)Nc3ccc(C)c(F)c3)nc1=O)CCCC2,16,0.84,-14
0.93,-4,-2,7,2,OCC1(CCc2ccccc2)CCCN(C/C=C/c2ccccc2)C1 (stereo not given),-8,1.1,-3
0.9,0,4,10,-1,Cc1ccc(C)c(-c2nnc(OCC(=O)Nc3cc(C)on3)c3ccccc23)c1,-3,1,-11
0.92,-2,-10,8,-4,CN(CC(=O)NCc1ccco1)S(=O)(=O)c1ccc(F)cc1,2,0.97,-1
1.1,-3,10,-6,2,Cc1nc(-c2ccc(NC(=O)C3CC3)cc2)cs1,-4,1,-3
1,5,-18,-1,-2,COc1cc(C2C(C#N)=C(N)Oc3cc(O)ccc32)cc2c1OCO2 (stereo not given),2,0.98,-14
0.99,6,23,1,0,Cc1ccc(N2CCN(c3ccc(NC(=O)CCC(=O)O)cc3)CC2)cc1,-10,1.1,-7
1,9,-18,-2,-2,Cc1ccc(NC(=O)CSc2nc(C)c(C)c(C)n2)c([N+](=O)[O-])c1,-10,1.1,-1
0.96,-6,-4,4,-4,N#CC1=C2SCCN2C(=O)C(C#N)C12CCCCC2 (stereo not given),2,0.98,-2
1.1,5,-9,-7,2,O=C(NCCSc1ccc(Cl)cc1)c1ccco1,6,0.94,-1
0.94,3,5,6,0,C/C(=C\c1ccco1)C1C(C#N)=C(N)Oc2n[nH]c(-c3ccccc3)c21 (stereo not given),20,0.8,-8
0.95,-1,-1,5,-5,COc1ccc(OC)c(NC(=O)CCNS(=O)(=O)c2cccc3nsnc23)c1,14,0.86,0
1,4,-20,-4,1,O=C1CCN(CCc2ccccc2)CCN1CCSc1ccccc1,-10,1.1,-8

Reprinted from the part before: four entries, followed by the next part.
mIAP activ,HKDC1 inh,PfG6PD inh,mIAP block,A3A deaminase,SMILES,hIAP inh,hIAP act,ATG4B inhibitor
1.1,5,-9,-7,2,O=C(NCCSc1ccc(Cl)cc1)c1ccco1,6,0.94,-1
0.94,3,5,6,0,C/C(=C\c1ccco1)C1C(C#N)=C(N)Oc2n[nH]c(-c3ccccc3)c21 (stereo not given),20,0.8,-8
0.95,-1,-1,5,-5,COc1ccc(OC)c(NC(=O)CCNS(=O)(=O)c2cccc3nsnc23)c1,14,0.86,0
1,4,-20,-4,1,O=C1CCN(CCc2ccccc2)CCN1CCSc1ccccc1,-10,1.1,-8
0.96,3,-13,4,-3,CCOc1cccc(-c2nnc(SCC(=O)Nc3cc(OC)cc(OC)c3)n2N)c1,-1,1,3
1.1,-2,-3,-13,20,COc1cccc(/C=C/C(=O)OCC(=O)NCc2ccco2)c1,-14,1.1,-8
1.1,-7,-16,-6,-7,CCOc1ccc(N(CC(=O)Nc2c(C)cccc2C)S(=O)(=O)c2c(C)[nH]c(=O)[nH]c2=O)cc1,-16,1.2,2
1,-6,17,-1,5,COc1ccc(-c2[nH]ncc2CN2CCCOc3c(cccc3OC)C2)c(OC)c1,1,0.99,-7
0.91,-2,26,9,-1,CCCCN1C(=O)c2ccc(C(=O)Nc3ccc(C)c(S(=O)(=O)N(C)C)c3)cc2C1=O,8,0.92,-17
1,-7,-5,-1,1,COc1cccc(N(CC(=O)NC(C)(C)C)C(=O)C2CSC(=O)C2)c1 (stereo not given),0,0.99,-7
1.1,5,8,-6,-3,COc1ccc2nc(N3C(=O)CC(Cc4cc(C)cc(C)c4)C3=O)sc2c1 (stereo not given),-11,1.1,-15
0.96,-5,4,4,1,COc1cc(CCC(=O)OCC(=O)Nc2c(C)cc(C)cc2C)cc(OC)c1OC,7,0.93,-8
0.98,-13,-6,2,-1,CCCc1cc(C(=O)Nc2cc(OC)ccc2OC)cs1,-11,1.1,0
0.99,-9,-6,1,1,CCOc1nc(C)ccc1-c1noc(CC)n1,3,0.97,3
1,0,17,-4,-3,COc1ccccc1Nc1ncnc2ccc(C)cc12,-4,1,2
0.95,1,-1,5,5,CCOc1ccc(Br)cc1S(=O)(=O)Nc1ccc(C(=O)OCC(=O)Nc2ccc(C#N)cc2)cc1,-16,1.2,-27
1,-1,-7,-2,-2,Cc1cccc(NC(=O)CCCN2C(=O)C3CC=CCC3C2=O)c1 (stereo not given),-16,1.2,-2
0.99,5,19,0,4,Clc1ccc(CNc2nc(CN3CCOCC3)nc3scc(-c4ccccc4)c23)cc1,-1,1,-19
1,3,3,-3,5,CCN(CC)CCOC(=O)c1c(C)n(C)c2ccc(OC)cc12,-1,1,1
0.94,-9,-9,6,-3,Cn1c(NC(=O)c2ccco2)cc(=O)n(C)c1=O,5,0.95,-20
0.94,-9,-30,6,-5,CCOc1ccc(CNC(=O)NS(=O)(=O)c2ccc(OC)cc2)cc1,14,0.86,-5

High-throughput results deposited in PubChem by Sanford-Burnham Center for Chemical Genomics.
